BCR signal inh – qHTS Assay to Find Inhibitors of Chronic Active B-Cell Receptor Signaling. ABC-DLBCL IkBa-CBG/CBR reporter, luminescence ratio, 4 h. Potency, µM (series often up to 46.1 µM), for inactives: at the top dose ratio change, negative = lower green/red ratio, most hits filed as inhibitors. 340,000 tested, 0.05% active; active = well fitted inhibition curve with a large enough effect in the signal ratio, with a control signal flat, not every such curve was filed as active; inconclusive = small, poorly fitted or top-dose-only effect, or effect the other way, or a change in a side signal; the % refers to the signal ratio;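 note: potency is the fitted concentration of half-maximal effect; plate controls were basal doxycycline-induced cells for no effect and cells given 10 µM MG132 for full effect; MG132 reads +100%, hits lower the ratio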
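TMD8 human ABC-DLBCL cells with doxycycline-inducible IκBα–green luciferase fusion and unfused red luciferase, in 0.5% FBS medium; compounds up to 46 uM, 4 h at 37C. Green/red luminescence ratio, filter-overlap corrected, fitted to concentration-response curves.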
ASM inhibitor – Inhibitors of Secretory Acid Sphingomyelinase (S-ASM): qHTS. placental ASM, HMU-PC fluorogenic substrate, 60 min. Potency, µM (highest dose often 57.5 µM), inactives show top-dose activity change, negative = inhibition, most hits filed as inhibitors. 340,000 tested, 0.006% active; note: potency is the fitted concentration of half-maximal effect
Target sequence (P17405 47-631 limits assumed): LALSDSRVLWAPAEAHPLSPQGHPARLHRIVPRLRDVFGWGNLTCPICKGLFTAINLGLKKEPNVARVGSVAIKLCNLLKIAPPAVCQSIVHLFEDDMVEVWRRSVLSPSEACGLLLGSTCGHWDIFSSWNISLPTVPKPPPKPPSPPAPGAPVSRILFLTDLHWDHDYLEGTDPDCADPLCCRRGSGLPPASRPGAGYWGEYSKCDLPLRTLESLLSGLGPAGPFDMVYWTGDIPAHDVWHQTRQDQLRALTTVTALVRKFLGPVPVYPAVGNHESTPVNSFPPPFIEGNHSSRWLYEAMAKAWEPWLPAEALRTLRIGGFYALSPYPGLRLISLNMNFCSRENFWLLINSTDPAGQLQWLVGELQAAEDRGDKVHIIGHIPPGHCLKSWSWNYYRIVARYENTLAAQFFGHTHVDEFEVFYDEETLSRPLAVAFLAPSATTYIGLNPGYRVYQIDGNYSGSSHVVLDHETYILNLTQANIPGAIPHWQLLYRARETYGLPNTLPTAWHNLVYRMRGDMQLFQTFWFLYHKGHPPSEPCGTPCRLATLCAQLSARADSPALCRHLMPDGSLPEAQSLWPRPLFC
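Steps: dispense placental human ASM, pin compound, wait 10 min at room temperature, add HMU-PC0 substrate at 9 uM final, incubate 60 min at 37 °C, add stop solution raising pH to 10, read fluorescence.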
AT treatment – qHTS Assay for Identifying a Potential Treatment of Ataxia-Telangiectasia; […] A-T fibroblasts, KAP-1 phosphorylation AlphaLISA; neocarzinostatin DNA damage 30 min before lysis; Potency, µM (titrated, usually from 57.5 µM), without a hit: top-dose activation, actives largely listed as activators; 320,000 tested, 0.19% active; note: potency is the fitted concentration of half-maximal effect; % of control where 0% means no effect; nearly all actives have a fitted effect of over 45% in size
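ATM-like activity read as KAP-1 phosphorylation via AlphaLISA donor/acceptor antibody pairs after lysis and 6 hr at 25C. Cells were ATM-null patient fibroblasts ([…], hTERT), dosed 60 min, then exposed to the DSB inducer NCS for 30 min.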
Eya2 inh – qHTS Assay for Inhibitors of the Phosphatase Activity of Eya2; recombinant Eya2, OMFP fluorescence dephosphorylation (OMFP is methylfluorescein phosphate); Protein phosphatase EYA2 (Homo sapiens), O00167; 330,000 tested, 0.006% active; Potency, µM (top dose mostly 76.9 µM), for inactives: at the highest dose activity, negative = inhibition, usual class: inhibitors; note: potency is the fitted concentration of half-maximal effect; % is set by controls: 0 for no effect and ±100 for the full control effect
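Eya2 (0.2 uM) preincubated 10 min at ambient with compound, then OMFP substrate added at 50 uM; 10 min reaction in 50 mM HEPES pH 7.5, 50 mM NaCl, 5 uM MgCl2, 0.05% BSA, 1 mM DTT. Fluorescence read at Ex 485/Em 525 nm.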
a7 integrin act – qHTS for Activators of Integrin-Mediated Alleviation for Muscular Dystrophy | alpha7betagal myoblasts, beta-gal FDG fluorescence, 48 h | Potency, µM (doses to about 38.3 µM), for the others: top-dose activation, usual class: activators | 350,000 tested, 0.064% active | AID 624291, 2012;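 note: potency is the fitted concentration of half-maximal effect; 100% = response of the positive control SU9516; nearly all actives have a fitted effect of over 60% in size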
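alpha7betagal+/- myoblasts (passage 13, 250/well) treated 48 h at 37C with compounds at 1:260 dilution of DMSO stock. Lysed, then beta-galactosidase activity read as FDG fluorescence (ex 480/em 540) after 30 min, with pre-read for autofluorescence.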
TSG101-PTAP inh – qHTS Assay for Iinhibitors of HIV-1 Budding by Blocking the Interaction of PTAP/TSG101; 340,000 tested, under 10 active; Potency, µM (top dose mostly 115 µM), without a hit: at the highest dose activity change, negative = inhibition, hits mostly inhibitors; Tumor susceptibility gene 101 protein (Homo sapiens), Q99816; Fluorescence polarization, FITC-PTAP peptide / Tsg101 binding; active = well fitted inhibition curve with a large enough effect in the main read-out, with a control signal flat, not every such curve was filed as active; inconclusive = small, poorly fitted or top-dose-only effect, or effect the other way, or a change in a side signal; inactive = no such curve, though single readings can be large or run the other way; note: potency is the fitted concentration of half-maximal effect; % of control where 0% means no effect
Target sequence (Q99816 whole entry, looked up): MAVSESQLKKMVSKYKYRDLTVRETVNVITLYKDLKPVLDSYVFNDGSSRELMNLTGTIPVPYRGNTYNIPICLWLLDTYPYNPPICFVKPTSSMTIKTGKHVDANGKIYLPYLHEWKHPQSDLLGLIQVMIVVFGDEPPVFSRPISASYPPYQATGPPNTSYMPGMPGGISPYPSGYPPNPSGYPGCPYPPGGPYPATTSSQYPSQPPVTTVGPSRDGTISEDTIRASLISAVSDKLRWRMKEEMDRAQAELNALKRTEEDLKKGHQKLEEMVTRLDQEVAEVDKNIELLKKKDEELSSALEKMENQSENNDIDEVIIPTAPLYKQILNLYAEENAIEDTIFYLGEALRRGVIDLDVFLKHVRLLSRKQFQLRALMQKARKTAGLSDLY
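Compounds were pin-transferred onto Tsg101 binding domain (10 uM final) in HEPES pH 7.5 buffer, then FITC-PTAP peptide was added at 50 nM final. After 20 min at RT, polarization reported peptide displacement across a qHTS concentration series.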
TCR activator – Activators of T cell receptors: qHTS campaign. primary human leukocytes, anti-CD3, IL-2 HTRF, 48 h. Potency, µM (highest dose often 9.22 µM), inactives show top-dose activation of IL-2 secretion, most hits filed as activators. 330,000 tested, under 10 active. AID 504894, 2011; note: % of control where 0% means no effect
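Using a-CD3 beads without co-stimulation, primary human leukocytes were exposed to compounds for 48 hr. An HTRF IL-2 kit measured the cytokine, with europium-to-d2 energy transfer producing emission at 665nm upon 320nm excitation.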
Tb PFK inh – qHTS Assay to Find Inhibitors of T. brucei phosphofructokinase | ATP-dependent 6-phosphofructokinase (Trypanosoma brucei brucei), O15648 | T. brucei PFK, ADP-Glo luminescence | Potency, µM (highest dose often 57.5 µM), inactives show at the top dose activity, negative = inhibition, actives largely listed as inhibitors | 330,000 tested, 0.17% active | AID 485367, 2010;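 note: potency is the fitted concentration of half-maximal effect; 0% = uninhibited 1x PFK enzyme wells and -100% = no-enzyme wells; nearly all actives have a fitted effect of over 60% in size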
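PFK 1.25 nM, F6P 0.5 mM, ATP 0.1 mM, 0.1 M TEA pH 8.0, 5 mM MgCl2, 0.01% Tween20, 0.1% BSA; 45 min RT. ADP-Glo readout. qHTS titration up to 57 uM; curves fitted, compounds curve-classed.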
ELG1 repair inh – qHTS screen for small molecules that inhibit ELG1-dependent DNA repair in human embryonic kidney (HEK293T) cells expressing luciferase-tagged ELG1. HEK293T ELG1-luciferase reporter, luminescence, 16 h; DNA damage induced by 5-fluorouridine. Potency, µM (doses to about 46.1 µM), for inactives: at the top dose activity change, negative = inhibition, hits mostly inhibitors. 330,000 tested, 2.3% active; note: potency is the fitted concentration of half-maximal effect; % is set by controls: 0 for no effect and ±100 for the full control effect; nearly all actives have a fitted effect of over 55% in size
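HEK293T cells expressing luciferase-tagged ELG1 (2,000/well) received 5-Fluorouridine plus compound or DMSO for 16 hr at 37 °C. Luciferase was read by ONE-Glo luminescence after 30 min at room temperature.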
Mito fusion act – qHTS Assay for Small Molecule Inhibitors of Mitochondrial Division or Activators of Mitochondrial Fusion; S. cerevisiae fusion-defective mutant growth rescue, CellTiterGlo 48 h; Potency, µM (doses to about 46.1 µM), without a hit: top-dose growth rescue (activation), hits mostly activators; 320,000 tested, 0.23% active; AID 485298, 2010;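 note: potency is the fitted concentration of half-maximal effect; % of control where 0% means no effect; nearly all actives have a fitted effect of over 45% in size; temperature-sensitive fusion mutants such as fzo1-1 at 37 °C on non-fermentable ethanol glycerol medium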
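Growth-rescue viability read-out: after 48 h at the non-permissive 37C in glycerol/ethanol YPEG, yeast mitochondrial fusion mutants are measured by CellTiterGlo luminescence; compounds (23 nl pinned per well) restoring growth score as division inhibitors or fusion activators.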
TSHR antag – Antagonists of the Thyroid Stimulating Hormone Receptor: HTS campaign. Thyrotropin receptor (Homo sapiens), P16473. TSHR-expressing cells, TSH-stimulated cAMP HTRF, 2 h; hits give low values. activity change, negative = inhibition, % at 11.5 µM. 330,000 tested, 0.2% active;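 active = activity change below a set negative limit, meaning inhibition stronger than a set level, cut at about -70% in these data; inconclusive = activity change between two set negative limits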; note: % is set by controls: 0 for no effect and ±100 for the full control effect
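Freshly harvested TSHR cells receive pin-tooled compound, then EC80 TSH at 4nM final. After 2 hours at 37 deg C, antibody in lysis buffer and cAMP-d2 are added; 30 minutes at ambient temperature precede the HTRF read.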
Starred values were filed as active, the others as inactive; ? = inconclusive; / = not tested or not shown; [ ] = another dose, or the depositor's remark. Unless noted, calls come from the whole dose curve; as a rule, active = well fitted curve in the direction sought with a large enough effect; inconclusive = small, poorly fitted or top-dose-only effect, or another doubt; inactive = no such curve, though single readings can be large; an effect the other way counts as inactive or inconclusive.

SMILES | BCR signal inh | ASM inhibitor | AT treatment | Eya2 inh | a7 integrin act | TSG101-PTAP inh | TCR activator | Tb PFK inh | ELG1 repair inh | Mito fusion act | TSHR antag
CN(C)c1nc(Oc2ccc(C(=O)OCC(=O)Nc3ccccc3)cc2)nc(N(C)C)n1 | -2% | -7% | 0% | -6% | 2% | -6% | 1% | 7% | 10% | 5% | 20
COc1ccc(OC)c(NC(=O)c2ccc(Cl)cc2)c1 | 1% | 0% | 0% | 4% | 1% | 2% | -5% | 1% | 5% | 15% | -7
CN1CCN(S(=O)(=O)c2ccc(NN)nc2)CC1 | -1% | 13% | -1% | 1% | -9% | -1% | -6% | 5% | 3% | 2% | 0
COc1cc2c(cc1OC)C(C(=O)NCc1ccco1)C(c1cccs1)N(C)C2=O (stereo not given) | -4% | 4% | -10% | 0% | 26%[7.66 µM] | -1% | -1% | 0% | -1% | 0% | 10
Cc1onc(-c2ccccc2)c1CNS(=O)(=O)c1ccc(F)cc1F | 1% | -2% | 9% | 1% | 18% | 0% | -1% | -2% | -13% | 7% | 3
O=C(CSc1ncn[nH]1)Nc1cccc(S(=O)(=O)N2CCCCCC2)c1 | -10% | -1% | / | 9% | 1% | 0% | 4%[46.1 µM] | 0% | -7% | 2% | 15
CCS(=O)(=O)N1CCN(C2CCC(C)CC2)CC1 (stereo not given) | 6% | 0% | 4% | -27% | 2% | -5% | / | -6% | 0% | -2% | 9
c1ccc(CCn2nnc3ccccc32)cc1 | -8% | 2% | 9% | 0% | 22% | -1% | 8% | -4% | ? | -7% | 20
CCCCN(CC)CCCNC(=S)Nc1ccc2nc(N3CCN(CC)CC3)cc(C)c2c1 | ? | 200%[activator] | -3% | -3% | -66%[inhibitor] | -4% | -6% | -2% | 25% | -7% | 0
COc1cc(/C=C2/C(=O)ON=C2c2ccccc2)ccc1O | ? | -1% | -1% | -16% | -17% | 1% | -6%[46.1 µM] | -11% | ? | -9% | 10
CCCn1c(SCC(=O)NCc2ccc(F)cc2)n[nH]c1=O | -1% | 7% | 1% | 11% | 9% | -2% | 4% | 0% | -2% | 0% | -3
O=C(CCC(=O)N1CCOc2ccc(Cl)cc21)NCCCN1CCN(Cc2ccccc2)CC1 | ? | 9% | -1% | 1% | -34% | -3% | -6% | -29% | -1% | -1% | -1
NS(=O)(=O)c1ccc(CCNc2nc(C(F)(F)F)nc3ccccc23)cc1 | -12% | -5% | 10% | 2% | 5% | -2% | -1% | -7% | 12µM* | 8% | 18
O=C(c1cc(-c2ccncc2)nc2ccccc12)N1CCN(c2ccccc2O)CC1 | 0% | 2% | 8% | 1% | 4% | -7% | -3% | 1% | ? | 2% | -15
O=C(c1ccc(N2CCOCC2)c([N+](=O)[O-])c1)N1CCCCC1 | -1% | -1% | -3% | 1% | 4% | -1% | -5% | 1% | 10% | -1% | -8
CC1CCCC(C)N1NC(=S)Nc1ccc(OC(F)F)cc1 (stereo not given) | ? | 5% | 13% | 5% | 19% | -4% | -1%[46.1 µM] | -7% | 1% | -4% | 22
COc1ccc(OC)c(/C=N\NC(=O)CC(=O)NCCc2ccccc2)c1 | -15% | 26% | 2% | -1% | ? | 1% | -4% | 6% | -12% | 1% | 4
CC(C)(C)C1CCC(=NNC(=O)CN(c2ccccc2)S(C)(=O)=O)CC1 (stereo not given) | 2% | 1% | / | 4% | -7% | -2% | -4%[46.1 µM] | 1% | 4% | -7% | -2
CCc1cccc2c1NC1(CCCC1)CC2C (stereo not given) | ? | 0% | 27% | -13% | -1% | -2% | 0% | 6% | 11% | -5% | -18
COc1ccc([N+](=O)[O-])cc1NC(=O)Nc1ccccc1 | 5% | -13% | 1% | 1% | -2% | 1% | -1%[46.1 µM] | -4% | ? | 1% | -15
Cc1ccccc1C(=O)Nc1nnc(-c2ccco2)s1 | ? | 2% | -9% | 5% | -30% | 2% | 11% | 2% | ? | -12% | 8
CCCN1C(=O)C(O)(C2COC(C)(C)CC2=O)c2ccccc21 (stereo not given) | 0% | 5% | 2%[11.5 µM] | -2% | -33% | -3% | 3% | 1% | -13% | 1% | 2
Cn1c(=O)c(=O)n(C)c2cc(S(=O)(=O)N3CCCC3C(=O)NCc3cccs3)ccc21 (stereo not given) | -5% | 2% | 1% | -6% | -1% | -11% | 0% | 0% | -1% | -1% | 0
O=S(=O)(CC12C3C4C5C1C2C(Br)(C43)C51OCCO1)c1ccccc1 (stereo not given) | ? | 3% | 0% | 3% | 20% | -1% | -3%[46.1 µM] | -4% | -1% | 1% | 13
CCc1cccc(OCC(=O)Nc2c[nH]c(=O)[nH]c2=O)c1 | -1% | -1% | 5% | 6% | -8% | -1% | -5% | 4% | 4% | -5% | 11
O=C(O)CC/C(=N\NC(=O)CNC(=O)c1cccc(Cl)c1)c1ccccc1 | -6% | 6% | 0% | -5% | 22% | 1% | -7% | -9% | -4% | -1% | -10
C[C@H](CO)N1C[C@H](C)[C@@H](CN(C)S(=O)(=O)c2cccs2)Oc2ccc(NS(=O)(=O)c3ccccc3)cc2C1=O | ? | 6% | 3% | -13% | -1% | / | 5% | 8% | 9.2µM* | / | -7
C[C@@H](C(=O)OCn1nnc2ccccc2c1=O)N1C(=O)C2CCCCC2C1=O (stereo not given in full) | 4% | -1% | 2% | -6% | 19% | -3% | 4% | -3% | -14% | -4% | -1
C/C(=N\OC(=O)c1ccc(Br)cc1)c1ccccn1 | 1% | 7% | 0% | 6% | 5% | -4% | 1%[46.1 µM] | -8% | 0% | 19% | 7
COc1ccc(CNC(=O)C(NS(=O)(=O)c2cccc3nsnc23)C(C)C)cc1 (stereo not given) | -1% | 0% | 3% | -2% | -2% | 1% | 2% | -8% | 12% | 3% | -9
Cc1cc(Br)ccc1N=C1NC(=O)CS1 | -8% | 0% | 3% | 3% | -8% | -6% | 7% | ? | -1% | 3% | 36
COc1ccccc1N1CCN(C(=O)c2c(-c3c(F)cccc3Cl)noc2C)CC1 | -3% | 3% | -6% | 19% | 16% | -1% | 5% | -6% | ? | -1% | -1
CC(=O)N1CCN(c2ccccc2NC(=O)c2cccc3c(Cl)cccc23)CC1 | -1% | -1% | 7% | -13% | 25% | -7% | 4% | 0% | -1% | 13% | 5
O=C(/C=C/c1cccs1)N1CCCCC1 | -1% | -1% | 0% | -8% | -19% | -5% | 0% | -1% | ? | -3% | -5
CCn1c(=O)c(C(=O)NCCCO)c(O)c2ccccc21 | ? | 1% | 6% | 14% | -15% | -4% | -4% | 1% | ? | 10% | 1
COc1ccc(NC(=O)c2cc(S(=O)(=O)N3CCCC3)c[nH]2)cc1 | -4% | 0% | 5% | 1% | 0% | 0% | 10% | -2% | -21% | -2% | 1
CCc1nnc(NC(=S)Nc2ccccc2)s1 | ? | -1% | -1% | -15% | 7% | -3% | 10% | 2% | ? | -3% | -3
Cc1nc(CSc2n[nH]c(=O)n2-c2ccccc2)cs1 | 1% | 6% | -1% | -7% | 0% | -1% | 5% | -8% | 18% | -4% | -1

No enrichment for hits; any-hit rate near 3.2%.
